# HTR5A ag: HTR5A agonists in luminescence cell assay, primary screen, counter-screen for OPRM1-OPRD1 heterodimer agonist project, full-deck HTS. 5-hydroxytryptamine receptor 5A (Homo sapiens), P47898. cell-based. activation, % at 9.3 µM. 340,000 compounds, 0.61% hits; in the data active means activation mostly above about 9.5%, no sharp cut-off; inactive means mostly below about 7.6%;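 further: 0% = cells with vehicle only and 100% = reference agonist; strong numbers were not always called active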
# Target sequence (P47898 whole entry, looked up): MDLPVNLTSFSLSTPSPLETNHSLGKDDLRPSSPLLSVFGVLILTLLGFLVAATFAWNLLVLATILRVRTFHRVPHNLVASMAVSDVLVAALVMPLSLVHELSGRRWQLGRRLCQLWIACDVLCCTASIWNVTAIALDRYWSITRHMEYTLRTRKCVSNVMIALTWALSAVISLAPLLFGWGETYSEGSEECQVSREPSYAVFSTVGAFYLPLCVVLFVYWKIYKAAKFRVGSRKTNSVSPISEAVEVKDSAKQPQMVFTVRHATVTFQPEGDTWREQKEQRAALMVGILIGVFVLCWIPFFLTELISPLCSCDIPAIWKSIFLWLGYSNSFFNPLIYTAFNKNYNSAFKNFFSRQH
# HTR5A inv ctr: HTR5A inverse agonists in luminescence cell assay, primary screen, counter-screen for OPRM1-OPRD1 heterodimer inverse agonist project, full-deck HTS; 5-hydroxytryptamine receptor 5A (Homo sapiens), P47898; inhibition, % at 9.3 µM; 340,000 compounds, 0.083% hits; HTR5A cell line, inverse agonism; AID 504634, 2011; in the data active means inhibition mostly above about 23%, no sharp cut-off; inactive means mostly below about 18%;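 further: 0% = cells with DMSO and 100% = no-cell wells with DMSO; some compounds called inactive have numbers as strong as hits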
# NSD2 inh: NSD2 histone methyltransferase inhibitors, primary screen, biochemical, AlphaScreen, single concentration, set 2; Histone-lysine N-methyltransferase NSD2 (Homo sapiens), O96028; NSD2 peptide methylation, 120 min; inhibition, % at 12.5 µM; 310,000 compounds, 0.54% hits; AID 743445, 2014; in the data active means inhibition above about 50%
# SR-BI DiI inh: inhibitors of SR-BI mediated HDL lipid uptake, primary screen, ldlA[mSR-BI] cells, fluorescence, single point; Scavenger receptor class B member 1 (Mus musculus), Q61009; ldlA[mSR-BI] CHO cells, DiI-HDL uptake fluorescence, 3 h; inhibition, % at 12.5 µM; 320,000 compounds, 0.96% hits; AID 488896, 2010;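 active means mean replicate inhibition of at least 70% and a set share of replicates each scoring 70 or more; inconclusive means meets just one of the two criteria; inactive means fails both criteria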;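 further: 0% = median of neutral control wells and 100% = median of positive control wells; values of inactives mirror those of a sister screen read the other way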
# Target sequence (Q61009 whole entry, looked up): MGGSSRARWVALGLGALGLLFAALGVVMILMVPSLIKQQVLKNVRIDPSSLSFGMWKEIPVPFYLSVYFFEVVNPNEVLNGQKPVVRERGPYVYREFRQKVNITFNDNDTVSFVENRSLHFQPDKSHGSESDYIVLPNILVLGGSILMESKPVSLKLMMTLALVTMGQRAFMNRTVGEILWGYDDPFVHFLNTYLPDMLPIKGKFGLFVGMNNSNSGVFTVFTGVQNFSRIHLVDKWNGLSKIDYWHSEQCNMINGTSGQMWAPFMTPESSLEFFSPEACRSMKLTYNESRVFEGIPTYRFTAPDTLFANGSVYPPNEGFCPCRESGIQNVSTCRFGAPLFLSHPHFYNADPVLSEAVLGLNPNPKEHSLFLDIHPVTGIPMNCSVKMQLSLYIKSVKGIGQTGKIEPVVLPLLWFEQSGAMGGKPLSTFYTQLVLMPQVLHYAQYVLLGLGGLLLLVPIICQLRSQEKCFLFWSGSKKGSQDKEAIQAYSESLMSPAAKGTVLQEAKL
# Wnt act: Wnt/beta-catenin pathway activators, primary screen, cell-based, plate reader, single point | Wnt/beta-catenin reporter cell assay, activator | 300,000 compounds, 1.2% hits | activation, % at 9.35 µM | AID 743398, 2014; in the data active means activation above about 30%, passing the limit was not always enough; inconclusive means no clear call, values can overlap the other calls;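 further: 0% = neutral control wells and 100% = positive control wells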
# PvdQ inh: P. aeruginosa PvdQ acylase inhibitors, primary screen, biochemical, fluorescence, plate reader and imaging, single point; PvdQ acylase [Pseudomonas aeruginosa LESB58]; inhibition, % at 10 µM; 340,000 compounds, 0.063% hits; AID 488965, 2010; purified PvdQ acylase; in the data active means inhibition above about 30%, passing the limit was not always enough; inconclusive means no clear call, values can overlap the other calls;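 further: 0% = vehicle neutral wells and 100% = reference inhibitor wells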
# dFosB act: activators of delta FosB homodimer, primary screen, biochemical, fluorescence polarization, TAMRA-CDK5 oligo, single point. Protein FosB (Mus musculus), P13346. purified delta FosB; percent of positive-control signal above neutral wells. activation, % at 25 µM. 340,000 compounds, 0.99% hits;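 active means mean activation above about 17%, with every replicate also reaching it, limit read from the data, passing the limit was not always enough; inconclusive means only one of the two conditions met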;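 further: fluorescence polarization rise as delta FosB binds a TAMRA Cdk5 AP-1 oligo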
# MITF TRPM1 HTS: activators of MITF-driven TRPM1 promoter reporter, primary screen, cell-based, SK-MEL-5, luciferase, single point | SK-MEL-5 TRPM1-promoter luciferase, 24 h; % of positive control, neutral wells = 0 | activation, % at 12.5 µM | 300,000 compounds, 0.75% hits;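 active means mean activation of at least 80% with every replicate also reaching 80%; inconclusive means mean reaches 80% but some replicate falls short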;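 further: 0% = neutral control wells and 100% = parthenolide positive control wells; values of inactives mirror those of a sister screen read the other way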
# CDK5 p35 inh: inhibitors of human CDK5/p35 kinase, primary screen, biochemical, single concentration. Recombinant CDK5/p35, ADP-Glo luminescence, 60 min. inhibition, % at 10 µM. AID 488839, 2010. Cyclin-dependent kinase 5 (Homo sapiens) + Cyclin-dependent kinase 5 activator 1 (Homo …. 330,000 compounds, 0.01% hits;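 active means highest replicate inhibition of at least 50% and at least 75% of replicates reaching 50%; inconclusive means only one of the two criteria met; inactive means both criteria failed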;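 further: plate controls were DMSO neutral control for no effect and GW8510 at 10 µM for full effect; many of its hits are not listed in these tables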
# V-ATPase pHluor: regulators of yeast V-ATPase proton pumping, primary screen, pHLuorin cytosolic pH fluorescence | S. cerevisiae | response, % at 10 µM | 350,000 compounds, 0.37% hits | AID 504577, 2011; in the data active means response mostly above about 7.3%, no sharp cut-off; inactive means mostly below about 5.4%; further: actives read high; inactives centre near 0; some compounds called inactive have numbers as strong as hits; reference of the scale not given here
# * marks the source's active call; other numbers are inactive results; u = inconclusive; x = no result given.
# Values run as follows: HTR5A ag, HTR5A inv ctr, NSD2 inh, SR-BI DiI inh, Wnt act, PvdQ inh, dFosB act, MITF TRPM1 HTS, CDK5 p35 inh, V-ATPase pHluor
CN(C)S(=O)(=O)c1cccc(C(=O)N2CCc3ccccc32)c1
→ 3.0, 4.8, -1.5, 11.7, -1.4, -1.1, -1.1, x, -0.4, -2.3
CC1(C)Cc2c(sc(NC(=O)COc3ccccc3)c2C#N)C(C)(C)N1
→ -2.3, -5.4, x, 1.3, 0.2, -14.0, -7.7, -0.7, -0.9, 6.0
COc1ccc(NC(=O)CSc2nc3ccccc3nc2N2CCCC2)cc1
→ 0.9, -2.9, x, 9.2, 0.7, -11.5, -10.3, -6.6, -1.2, -0.6
O=C(c1cc(=O)[nH]c2ccccc12)N1CCN(c2cccc(C(F)(F)F)c2)CC1
→ 5.5, -14.9, 2.2, 3.9, -1.7, -3.9, -8.4, 2.4, 0.1, -0.4
COc1ccccc1N1CCN(C(=O)CCc2ccccc2)CC1
→ 4.5, -16.6, 1.5, 12.2, 0.3, -1.2, -0.6, x, 2.0, 0.9
CCn1c(SCC(=O)Nc2nnc(C)s2)nnc1-c1ccncc1
→ -1.5, 12.8, -1.6, -6.7, x, 3.9, -7.4, -5.9, -3.1, 1.4
Clc1ccc(C2=Nn3c(nnc3-c3cccs3)SC2)cc1
→ -0.9, 7.7, 4.5, 1.9, 2.2, -4.0, -9.4, 0.9, -6.7, 2.2
COCCN(CCOC)C(=O)COC(=O)c1cc([N+](=O)[O-])ccc1Cl
→ 1.7, -5.0, 7.4, 9.8, 3.2, -3.9, -4.5, 10.0, 0.2, -2.4
O=S(=O)(NC1CCCC1)c1cccc(S(=O)(=O)N2CCC(n3nnc4ccccc43)CC2)c1
→ 1.8, -18.2, x, 4.0, -8.4, -7.4, -1.4, 2.6, -0.2, -0.7
O=C1OCc2cccc([N+](=O)[O-])c21
→ 0.3, 1.2, -1.1, -2.8, -1.8, -5.0, -5.1, -2.7, x, -1.7
CN(C)C(CNc1ccc(S(C)(=O)=O)cc1[N+](=O)[O-])c1ccccc1 (centres undefined)
→ -5.0, 13.3, 5.2, -24.6, -2.5, -4.3, -8.6, -15.8, -4.0, -0.6
COc1ccc(NC(=O)Cn2nnc(C(=O)NCCc3ccc(OC)c(OC)c3)c2N)c(OC)c1
→ 4.2, -11.8, -0.8, u, -3.1, -0.1, 13.1, -4.4, 1.7, -0.8
O=C(COc1cc(=O)n2c(n1)SCCC2)c1ccccc1
→ -5.3, -2.4, 0.8, 16.2, 1.0, -6.7, -3.3, 11.3, 0.8, -4.2
CCc1nc(NCCCn2ccnc2)c2oc3ccccc3c2n1
→ -0.6, 2.2, 2.9, 13.1, x, -2.8, -18.0, -18.6, -0.8, 0.7
CCOc1ccccc1N(C(=O)c1snc(C(N)=O)c1N)C(C(=O)NCC1CCCO1)c1ccc2ncccc2c1 (centres undefined)
→ 6.9, -5.5, -1.2, -5.6, 3.0, -18.0, -5.5, 4.9, -0.7, 1.7
Cc1ccc(C(=O)NCC(C)(C)O)cc1
→ 0.4, -1.3, -1.7, 4.9, x, -8.2, 5.5, x, 0.2, -5.0
Cc1[nH]c(=O)nc(SCc2cccc(Cl)c2)c1C#N
→ 4.7, -13.2, -4.4, x, -0.4, 5.0, -8.2, x, -0.1, -5.0
CCc1nnc(NC(=O)c2ccc(S(=O)(=O)N3CCCC3)cc2)s1
→ 1.7, 4.9, 0.8, x, -1.5, -14.5, -4.1, -0.7, 2.6, -2.0
COCCCn1c(=O)/c(=C\c2ccc(OC(F)F)c(OC)c2)s/c1=C(/C#N)C(=O)NCCOC
→ 5.8, 13.1, -3.3, x, -11.0, -1.2, 7.9, -1.6, 0.6, -43.5
O=C(NCCCN=C1NS(=O)(=O)c2ccccc21)c1ccncc1
→ -0.3, -4.4, 0.8, 10.3, x, -0.4, -6.7, 2.4, 1.6, -0.9
O=C(NCc1ccc(-c2csnn2)cc1)C1CC1
→ x, x, 24.4, -2.0, -1.9, -14.1, -6.9, x, 1.4, 3.8
CCN(CC(=O)Nc1ccc2c(c1)OCCO2)CC(=O)Nc1ccc2c(c1)OCO2
→ -1.2, 3.0, -2.5, -11.6, -1.4, -14.5, 2.0, 1.7, -0.1, -1.9
COc1ccc(-c2csc(NC(=O)c3cccc(N4C(=O)CCC4=O)c3)n2)cc1C
→ 3.4, -40.6, -4.0, 61.5, -1.7, -11.3, -6.2, 5.0, 0.3, 0.5
CC(C)/C(C=O)=C(/NC1CCCCC1)c1ccccc1
→ 0.3, -18.5, 1.6, -7.9, -0.2, -10.3, 0.5, x, -5.3, -0.3
CC1CN(C(=O)CCC(=O)N2CCN(c3ccccn3)CC2)c2ccccc2O1 (centres undefined)
→ -1.4, 18.1, x, 9.1, 2.3, -6.0, -3.7, x, 0.9, -0.6
Cc1ccsc1C(=O)OCC(=O)NCc1ccc2c(c1)OCO2
→ 4.2, -11.6, -2.0, -11.2, 1.4, 5.3, -3.2, 7.9, -0.4, -0.7
O=C(CCN1C(=O)c2cccc3cccc(c23)C1=O)Nc1ccon1
→ -1.5, -0.3, -2.7, 39.2, 10.8, -4.7, 11.6, 7.9, 0.8, -1.1
C/C(CC(=O)Nc1c(C)cc(C)cc1C)=N\NC(=O)Cc1ccccc1
→ 6.5, -18.6, 2.9, x, 4.0, 9.1, -0.4, -0.7, 1.4, -4.6
CC1CCc2sc(C(=O)NCc3ccccn3)cc2C1 (centres undefined)
→ 4.3, 3.5, 2.9, -0.5, 11.0, -15.3, -13.4, 46.9, -9.3, 6.5
O=C(CCC1CCCN(C(=O)c2ccc3[nH]ccc3c2)C1)N1CCN(c2ccccn2)CC1 (centres undefined)
→ -0.2, 3.6, 3.5, -9.9, -1.9, 8.9, -2.5, 1.7, 0.7, -1.6
CC(C)n1c(-c2ccncc2)n[nH]c1=S
→ 8.7, 18.5, -3.3, -12.9, -0.9, 5.8, 2.4, 4.2, 1.8, -2.7
Cc1[nH]nc(Nc2ccccc2)c1[N+](=O)[O-]
→ 1.0, 19.9, 21.0, 5.5, 21.7, -7.4, -2.8, 25.0, x, -0.6
COc1ccccc1CN(Cc1cc2cc3c(cc2[nH]c1=O)OCCO3)Cc1nnnn1Cc1ccco1
→ 0.2, -6.8, 60.5*, -2.2, x, -8.7, -12.0, -8.9, 0.0, 13.9
COCCn1nnnc1CN1CCOCC1
→ -5.0, -0.9, 0.0, 1.7, -4.4, -3.2, -0.8, 5.0, -0.5, -0.2
Cc1cc(C(=O)NC2CCCc3c2cnn3-c2cccc(C)c2C)n(C)n1 (centres undefined)
→ -1.2, -9.3, 0.9, 18.4, -6.8, -17.1, -19.2, -28.9, -4.5, 4.4
c1ccc2c(c1)CC(CN1CCNCC1)O2 (centres undefined)
→ -1.2, 4.6, -2.8, -6.9, 0.3, 18.5, 3.3, x, -0.4, -2.1
COc1ccc(CNC(=O)C(C)OC(=O)C23CC4CC(CC(O)(C4)C2)C3)cc1 (centres undefined)
→ 2.1, -1.3, -1.6, -3.1, -0.1, -14.5, 2.1, -0.7, -0.1, 0.9
CCCn1c(C)nc2c(c1=O)c1nc3ccccc3nc1n2CCC1=CCCCC1
→ -5.0, -12.4, -3.2, 35.2, x, -0.6, -29.2, x, -0.7, 5.3
Cc1cc(Cl)ccc1OCC(=O)NNC(=O)c1cccnc1
→ -4.4, -12.4, -0.1, -11.3, 1.0, -5.2, 12.1, -0.4, 0.2, -3.2
COc1ccc(OC)c(Nc2nc3nonc3nc2N2CCCCC2)c1
→ -1.4, 4.0, -2.4, 15.1, x, -0.4, -7.1, -2.5, -1.8, -3.5
CCC(Sc1nc(-c2cccc(OC)c2)c(C#N)c(=O)[nH]1)C(=O)Nc1nnc(C(C)C)s1 (centres undefined)
→ -2.2, 5.8, 1.0, -3.2, -0.7, -6.4, -11.3, -9.1, -1.9, -1.6
COc1ccccc1/C=C/C=N/NC(=O)CCn1cnc2ccccc21
→ 5.9, -4.2, 1.2, 67.6, 3.2, -8.3, -14.6, x, 4.2, 2.8
CN(C)/C(Cn1cncn1)=C1/N=C(c2c(F)cccc2F)OC1=O
→ -5.5, 13.1, 1.5, 24.5, -1.6, -10.6, -3.9, -0.6, 0.1, -1.3
CCc1nn(CC(=O)N2CCN(c3cc(C)ccc3C)CC2)c(=O)c2cc3occc3n12
→ 3.2, -1.6, -3.0, -5.2, -2.6, -12.7, -6.5, 24.5, -0.7, -3.9
Cn1c(=O)c(=O)n(C)c2cc(S(=O)(=O)CCC(=O)N3CCCCC3)ccc21
→ -0.7, 8.6, x, -16.3, 0.4, -0.6, 5.3, x, -0.5, 1.0
CCN(Cc1ccccc1)C(c1ccc(Cl)cc1)c1nnnn1C(C)(C)C (centres undefined)
→ 10.3, -29.0, -2.1, -15.8, x, -14.6, -7.2, -4.9, 0.6, 12.9
COc1ccc(Cc2nnc(Nc3ccccc3OC)[nH]c2=O)cc1
→ 3.3, -8.9, 0.7, -2.8, -0.7, -33.5, 1.8, -0.5, -0.4, -0.1
CC1CCCC(C)N1C(=O)CN1CCN(c2nc(-c3ccc(F)cc3)cs2)CC1 (centres undefined)
→ -2.3, -15.7, 0.3, 46.7, x, -6.0, -15.8, -8.0, -0.4, -2.9
COc1cccc(C(=O)Nn2cnnc2)c1OC
→ -2.1, 7.2, -2.0, -15.2, 0.6, -13.8, 7.5, x, -0.5, -2.5
CCN1C(=O)c2cccc3c(S(=O)(=O)Nc4ncccc4C)ccc1c23
→ 8.4, -12.3, x, -17.9, 12.0, -3.4, -11.0, -7.7, 1.9, -9.2
COc1ccc(-c2nc(N)ncc2Oc2ccccc2Br)c(O)c1
→ 6.0, -15.0, 0.3, x, -2.0, 1.3, -3.7, 16.8, -1.5, -1.6
COc1ccccc1NC(=O)CSc1nnc(-c2ccccc2)o1
→ -1.3, 3.5, x, -8.8, 27.9, -20.5, -0.4, 75.1, 1.0, -0.1
CCCn1c(C(C)Nc2nc(-c3ccc(Cl)c([N+](=O)[O-])c3)cs2)nc2cc(Cl)c(N3CCCCC3)cc21 (centres undefined)
→ -0.6, 5.9, x, 55.6, x, -8.0, -4.4, -12.5, -1.7, -0.7
CCOC(=O)N1CCN(C(=O)CN(C)S(=O)(=O)c2ccc(Cl)cc2)CC1
→ 5.8, -16.5, -5.9, x, -0.1, -6.0, -6.5, x, -1.0, -2.0
Cc1nc(/C(N)=N/OC(=O)c2c(-c3ccccc3Cl)noc2C)cs1
→ 6.9, -1.0, -2.3, 11.0, 10.3, 1.5, -2.8, -3.9, -0.1, -4.5

# Source: PubChem BioAssay (several laboratories)
